# IDE inh: inhibitors of human insulin-degrading enzyme in cells. P14735. HEK cells, FAbetaB cleavage, fluorescence polarization. inhibition, % at 5.59 µM. 320,000 compounds, 0.41% hits. AID 434962;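 active = percent inhibition above the average of all tested compounds plus 3 SD, set per screening campaign, cut at about 16% in these data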;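 note: IDE supplied by intact live HEK cells; FP after avidin binding of uncleaved biotin substrate so inhibition keeps polarization high; 0% = DMSO wells and 100% = 60 µM reference IDE inhibitor Ii1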
# VIM-2 inh: inhibitors of Pseudomonas aeruginosa VIM-2 metallo-beta-lactamase; purified VIM-2, nitrocefin hydrolysis, epi-absorbance fluorescence; inhibition, % at 5.6 µM; 290,000 compounds, 0.89% hits; AID 1527;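 active = inhibition above the mean of all tested compounds plus 3 SD, cutoff set per screening run, cut at about 7.5% in these data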;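 note: red hydrolysis product quenches plate fluorescence so inhibitors raise well fluorescence; 0% = enzyme with DMSO and 100% = DMSO without enzyme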
# NS3 helicase inh: inhibitors of Hepatitis C virus NS3 helicase. NS3 helicase DNA unwinding, Cy5 molecular beacon fluorescence. inhibition, % at 10.9 µM. 290,000 compounds, 0.56% hits. AID 1800;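 active = inhibition above the mean of all tested compounds plus 3 SD, set per campaign, cut at about 35% in these data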;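 note: 0% = DMSO wells and 100% = thioflavine S control wells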
#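 System: NS3 helicase fragment of HCV / Schedule: 1 h at 25 °C / Control set: DMSO alone as 0% and 110 µM thioflavine S as 100% / Reagent: Cy5/quencher beacon DNA duplex and ATP to start / Technique: Cy5 fluorescence / Replication: singlicate / Evaluation: % inhibition of end-to-start signal ratio versus controls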
# IMP-1 inh: inhibitors of Pseudomonas aeruginosa IMP-1 metallo-beta-lactamase; purified IMP-1, nitrocefin hydrolysis, epi-absorbance fluorescence; inhibition, % at 5.6 µM; 290,000 compounds, 0.45% hits; AID 1556;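 active = inhibition above the mean plus 3 SD of all compounds in the same screening run, cut at about 4.5% in these data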;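 note: 0% = IMP-1 with DMSO and 100% = DMSO wells lacking enzyme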
#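 System: Purified IMP-1 | Read-out basis: Percent enzyme inhibition | Controls: IMP-1 with DMSO as 0%, enzyme-free DMSO as 100% | Replicates: One well per compound | Doses: 5.6 µM nominal single concentration | Detection: Epi-absorbance fluorescence, 480 nm excitation, 530 nm emission | Incubation: 25 °C, 15 min preincubation, 25 min reaction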
# IDE cell activ: boosts human insulin-degrading enzyme activity in HEK cells; P14735; FAbeta-B cleavage, fluorescence polarization; 0% vehicle, 100% cell-free pure enzyme wells; activation, % at 5.96 µM; 340,000 compounds, 0.073% hits;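 active = activation above the mean of all tested compounds plus 3 SD, set per screening campaign, cut at about 17% in these data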
# DNA FID counter: displaces DNA intercalator in HCV helicase counter-screen. DNA fluorescent intercalator displacement, fluorescence. inhibition, % at 7.9 µM. 290,000 compounds, 0.17% hits. AID 1845; in the data active = inhibition above about 37%;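 note: 0% = vehicle and 100% = reference compound; higher means more ethidium bromide displaced from hairpin DNA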
# pCIP destab: compounds decreasing mouse p/CIP protein stability | 290,000 compounds, 0.01% hits | decrease of EGFP signal, % at 10 µM | Q05BA5 | F442A p/CIP-EGFP cells, EGFP fluorescence, 16 h;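 active = EGFP signal decrease of at least 30% at 10 µM or well 3 SD below plate mean, unless failing retest; inactive = the rest, including hits failing retest or dose response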; note: some compounds called inactive have numbers as strong as hits; many of its hits are not listed in these tables
# Target sequence (Q05BA5 1-1403): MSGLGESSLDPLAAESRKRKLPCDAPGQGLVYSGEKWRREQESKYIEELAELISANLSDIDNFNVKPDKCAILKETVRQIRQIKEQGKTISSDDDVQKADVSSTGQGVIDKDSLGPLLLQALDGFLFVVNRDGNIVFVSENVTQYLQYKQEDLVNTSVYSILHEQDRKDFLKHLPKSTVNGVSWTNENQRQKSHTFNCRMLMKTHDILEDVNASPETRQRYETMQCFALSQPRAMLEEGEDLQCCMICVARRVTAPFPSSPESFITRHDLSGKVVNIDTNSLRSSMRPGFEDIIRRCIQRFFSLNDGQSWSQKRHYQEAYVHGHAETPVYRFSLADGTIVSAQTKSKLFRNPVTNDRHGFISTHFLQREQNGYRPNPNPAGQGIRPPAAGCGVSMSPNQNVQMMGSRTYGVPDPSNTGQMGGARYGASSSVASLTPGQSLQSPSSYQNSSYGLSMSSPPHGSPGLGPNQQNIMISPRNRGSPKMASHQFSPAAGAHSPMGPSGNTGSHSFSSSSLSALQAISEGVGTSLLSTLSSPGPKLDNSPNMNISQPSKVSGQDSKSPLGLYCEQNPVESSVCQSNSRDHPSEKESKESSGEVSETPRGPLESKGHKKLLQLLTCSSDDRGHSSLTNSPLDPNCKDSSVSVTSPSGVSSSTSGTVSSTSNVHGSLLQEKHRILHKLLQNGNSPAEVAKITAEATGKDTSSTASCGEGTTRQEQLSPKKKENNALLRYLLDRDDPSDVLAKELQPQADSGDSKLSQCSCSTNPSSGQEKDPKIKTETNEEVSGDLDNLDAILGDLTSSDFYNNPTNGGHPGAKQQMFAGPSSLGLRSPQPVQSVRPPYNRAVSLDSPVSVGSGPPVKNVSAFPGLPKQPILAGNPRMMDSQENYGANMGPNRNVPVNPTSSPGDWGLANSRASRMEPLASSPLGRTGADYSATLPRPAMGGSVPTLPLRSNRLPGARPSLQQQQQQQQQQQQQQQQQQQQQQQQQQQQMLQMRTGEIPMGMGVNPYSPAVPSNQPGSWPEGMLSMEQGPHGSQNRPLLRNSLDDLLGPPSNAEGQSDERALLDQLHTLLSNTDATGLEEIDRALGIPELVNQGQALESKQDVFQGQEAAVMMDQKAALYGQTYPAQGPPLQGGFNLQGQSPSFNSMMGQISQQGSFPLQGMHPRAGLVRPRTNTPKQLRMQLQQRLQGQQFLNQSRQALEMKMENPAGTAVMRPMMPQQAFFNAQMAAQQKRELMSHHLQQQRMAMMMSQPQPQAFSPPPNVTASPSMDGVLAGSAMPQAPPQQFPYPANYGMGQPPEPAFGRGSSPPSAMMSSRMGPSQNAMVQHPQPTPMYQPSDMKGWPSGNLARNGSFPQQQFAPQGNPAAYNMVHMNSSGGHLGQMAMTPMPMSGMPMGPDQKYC
# UBC9 SUMO inh: SUMOylation inhibition; P63279; HTRF SUMOylation assay, SAE1/SAE2 + UBC9, in vitro; inhibition, % at 35 µM; 290,000 compounds, 0.36% hits; AID 2006; in the data active = inhibition above about 50%, passing the limit was not always enough; note: strong numbers were not always called active
# PfM18AAP inh: blocks P. falciparum M18 aspartyl aminopeptidase. recombinant PfM18AAP, H-Glu-NHMec fluorogenic cleavage. inhibition, % at 7.35 µM. 290,000 compounds, 1.2% hits. AID 1822;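 active = inhibition above the campaign mean inhibition over all tested compounds plus 3 SD, cut at about 28% in these data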;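 note: 0% = plate median of test compound wells and 100% = 2 mM ZnCl2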
# * hit, by the source's call; x = no result given.
canonical_smiles	IDE inh	VIM-2 inh	NS3 helicase inh	IMP-1 inh	IDE cell activ	DNA FID counter	pCIP destab	UBC9 SUMO inh	PfM18AAP inh
COc1ccc(CCN2CC(C(=O)NCCc3ccc(C)cc3)CC2=O)cc1OC (stereo not given)	-7	-1.9	6	-1.8	2	-34	-4	19	1
CCCCN(C)C(=O)CS(=O)(=O)Cc1nc(-c2cccc(OC)c2)oc1C	3	-4.6	3	-3.4	8	-30	-12	4	-4
O=C(COc1ccccc1)NCC1(N2CCCCC2)CCCCC1	3	-0.3	-2	0.5	0	6	2	-5	-1
C[N+]1(C)CCC(=C2c3ccccc3CC(=O)c3sccc32)CC1	-2	-0.8	11	1.0	4	17	1	34	16
CC1(C)CN(c2ccc(C(=O)c3ccccc3)cc2)C1=O	4	-5.8	9	-1.6	-4	-4	-11	26	5
O=C(NN1C(=O)C2C3C=CC([C@@H]2C1=O)C31CC1)c1ccccc1 (stereo not given in full)	-4	-2.7	-2	-2.2	0	1	-3	-12	1
CCc1ccc(N2CC(C(=O)Nc3cc(C)on3)CC2=O)cc1 (stereo not given)	2	-4.1	-2	-4.7	4	-9	-8	7	1
CCOC(=O)c1cc(S(=O)(=O)N2CCN(C3CCCCC3)CC2)cn1C	2	-1.9	0	-2.9	2	-4	-9	-2	1
CN(C)C(CNC(=O)c1ccc2nc[nH]c2c1)c1ccccc1 (stereo not given)	-2	-0.5	7	-2.8	0	-1	-5	4	5
CSc1ccccc1NC(=O)c1c(Br)cnn1C	-3	-0.1	13	0.3	6	-6	2	7	0
O=C(c1ccc2c(=O)n(Cc3ccc(Cl)cc3)c(=S)[nH]c2c1)N1CCOCC1	4	-3.0	-14	-6.8	-3	-38	-5	12	-14
Cn1cc(CC(=O)Nc2cccc(C#N)c2)c2ccccc21	2	-1.5	-1	-1.9	-2	-5	5	0	-4
CCOc1ccccc1N(C(C)=O)S(=O)(=O)c1ccc(Cl)cc1	4	-1.2	-7	-2.7	4	-16	0	-4	-3
CC(C)C[C@H](NC(=O)[C@@H]1Cc2ccccc2CN1C(=O)OC(C)(C)C)C(=O)NCC1CCC(C(=O)O)CC1 (stereo not given in full)	8	-1.8	5	-1.4	1	-49	-8	12	-4
COc1ccc(NS(=O)(=O)c2cn(C)cn2)cc1OC	-3	-0.6	-1	-0.5	-1	-7	-13	15	-9
COc1ccc(C=O)cc1OC1C=CCCC1 (stereo not given)	-5	-1.7	-9	-2.3	0	-2	-12	12	-11
CCN(CC)CCN(C(=O)c1ccc([N+](=O)[O-])cc1)c1nc2ccc(OC)cc2s1	6	-2.4	-2	-2.3	0	3	1	6	-1
CC(=O)N=C1SC2CS(=O)(=O)CC2N1c1cccc(Cl)c1Cl (stereo not given)	0	-1.6	11	-1.1	-3	-2	-13	5	2
Cc1ccc(-n2cnnn2)c2cccnc12	2	-2.0	-2	-1.3	5	2	-5	7	-1
C#CCn1c(=NC(=O)c2ccco2)sc2cccc(Cl)c21	10	-2.5	7	-1.6	3	-4	-2	15	-8
COCCCn1c(SCC(=O)NC(C)C)nnc1-c1ccccc1	-3	-1.6	5	-2.2	3	2	-3	-19	0
CC(=O)OCc1nc2sc(C)c(C)c2c(=O)[nH]1	2	-2.0	2	-2.5	-3	-1	7	43	0
COc1ccc(Cl)cc1NC(=O)CN(C)CC(=O)Nc1ccccc1C(F)(F)F	-5	-3.1	-2	-1.7	1	-41	0	4	2
Cc1cccc(-n2c(=O)cc(N3CCN(c4ccc(F)cc4)CC3)[nH]c2=O)c1	0	-1.8	2	-0.7	-1	-14	-3	2	-4
COCCn1nnnc1CN1CCSCC1	-4	-1.4	0	-1.1	-1	2	-2	-3	-5
CCN(c1ccccc1)S(=O)(=O)c1ccc(N)c(OC)c1	2	-3.6	0	-1.6	2	-2	-7	-2	-6
COc1ccc2c(c1)CCc1c(C(=O)NCc3ccc(F)cc3)noc1-2	1	2.4	-2	0.2	2	-1	2	-11	-23
O=c1[nH]c(/C=C/c2ccc3c(c2)OCO3)c([N+](=O)[O-])c(=O)[nH]1	0	-0.6	-3	-1.6	x	-14	-14	-1	8
CCc1ccc(NC(=O)C2CCN(S(=O)(=O)c3c(C)noc3C)CC2)cc1	4	0.3	-2	-1.3	0	-32	4	4	1
CCN(Cc1ccccc1)S(=O)(=O)c1ccc(OC)c2ncccc12	6	0.8	4	0.3	2	-25	-5	7	10
Cc1ccc(NS(=O)(=O)c2ccc(-n3cccn3)cc2)nc1	-1	0.2	-2	0.2	0	-8	7	5	1
Cc1c(O)c(CN(C)C)cc2c1oc(=O)c1ccccc12	-2	11*	2	-1.3	9	8	1	6	1
O=C(Cn1cc2c(n1)CCCC2)NCc1cccc(Cl)c1	3	-0.1	3	-4.3	-3	-3	10	-6	-3
COc1cccc(NC(=O)CNC(=O)c2ccc(F)cc2)c1	0	-1.9	-5	-1.5	1	-3	8	-6	-3
CC(C)(C)c1ccc(OCCSc2nc3ccccc3n2CC(=O)O)cc1	4	-3.5	27	-2.0	-1	-19	8	11	-2
O=C(c1cccc(Cl)c1)N1CCN(Cc2c[nH]c3ccccc23)CC1	3	-2.5	6	-5.2	2	0	-4	-3	5
CCNC(=O)CSc1nnc(-c2ccc(OC)cc2)n1CC(C)C	6	-1.3	8	-0.6	8	-16	-10	2	-3
CCOCc1nnc(NC(=O)C2CCN(C(=O)C3CC(=O)N(c4ccc(C)cc4)C3)CC2)s1 (stereo not given)	-2	-1.6	-9	-1.8	0	-48	0	-5	-9
O=C(CCc1nnc(COc2ccccc2)o1)NCc1ccccc1C(F)(F)F	0	-4.4	9	-2.6	4	-10	-24	4	1
CCN1CCN(c2ccc(NC(=O)c3ccc4c(c3)OCO4)cc2)CC1	-3	9.3*	1	-4.7	8	4	-8	-7	-4

# Compounds above that have a COOH group (two):
canonical_smiles	IDE inh	VIM-2 inh	NS3 helicase inh	IMP-1 inh	IDE cell activ	DNA FID counter	pCIP destab	UBC9 SUMO inh	PfM18AAP inh
CC(C)C[C@H](NC(=O)[C@@H]1Cc2ccccc2CN1C(=O)OC(C)(C)C)C(=O)NCC1CCC(C(=O)O)CC1 (stereo not given in full)	8	-1.8	5	-1.4	1	-49	-8	12	-4
CC(C)(C)c1ccc(OCCSc2nc3ccccc3n2CC(=O)O)cc1	4	-3.5	27	-2.0	-1	-19	8	11	-2

# The listing picks up, repeating the 2 entries before the break.
# Below each SMILES: IDE inh | VIM-2 inh | NS3 helicase inh | IMP-1 inh | IDE cell activ | DNA FID counter | pCIP destab | UBC9 SUMO inh | PfM18AAP inh
> O=C(CCc1nnc(COc2ccccc2)o1)NCc1ccccc1C(F)(F)F
 : 0 | -4.4 | 9 | -2.6 | 4 | -10 | -24 | 4 | 1
> CCN1CCN(c2ccc(NC(=O)c3ccc4c(c3)OCO4)cc2)CC1
 : -3 | 9.3* | 1 | -4.7 | 8 | 4 | -8 | -7 | -4
> CCOC(=O)C1(CCc2ccccc2)CCN(C(=O)CCn2cncn2)CC1
 : -2 | -2.5 | 5 | -3.0 | 5 | -26 | -2 | 15 | 0
> O=C(CSc1nc2ccccc2c(=O)n1CC1CCCCC1)N1CCOCC1
 : 1 | 0.3 | 11 | -1.4 | 2 | -12 | -7 | -31 | -14
> CCCC(=O)Nc1ccc(C(=O)O)cc1NC(=O)CCC
 : 1 | -1.0 | -16 | -3.1 | 5 | 3 | -4 | 14 | 1
> O=C(Nc1nccs1)C1CCN(S(=O)(=O)c2ccc(Cl)c(C(F)(F)F)c2)CC1
 : 5 | -2.4 | -5 | -1.9 | -2 | -10 | -7 | 7 | 2
> Cn1c(SCC(=O)Nc2ccccc2[N+](=O)[O-])nnc1C(F)(F)F
 : -3 | -2.2 | 1 | -6.1 | 7 | -4 | -4 | 12 | -3
> COCCOC(=O)C1=C(C)NC(=O)N(C(C)=O)C1c1ccc(Cl)cc1 (stereo not given)
 : -4 | 0.9 | 4 | -0.3 | 5 | -1 | -4 | -1 | 6
> Cc1cccc(NC(=O)c2cc3ccccc3nc2C)c1
 : 6 | -3.3 | 13 | -1.9 | 2 | -7 | -2 | -2 | 1
> CN(c1ccccc1C(=O)N1CCN(c2cccc(Cl)c2)CC1)S(C)(=O)=O
 : 3 | -2.2 | 3 | -4.0 | 2 | -29 | 5 | -10 | 1
> Cc1ccccc1-n1c(SC(C)C(=O)N2CCN(C)CC2)nc2ccccc2c1=O (stereo not given)
 : -1 | -2.4 | -5 | -2.6 | -5 | -4 | -3 | 19 | 5
> CN(C)c1nc(OCCNC(=O)Nc2ccccc2)nc(N2CCCCC2)n1
 : -3 | -1.2 | -1 | -1.5 | -1 | -17 | -15 | -20 | -6
> c1ccc(-c2nnc3ccc(N4CCCC4)nn23)cc1
 : 2 | 5.5 | 9 | -2.5 | 2 | -26 | 2 | -1 | 4
> CN1CCN(C(=O)c2ccccc2Nc2ccc(SC(F)F)cc2)CC1
 : 0 | -3.5 | -9 | -2.9 | 0 | 8 | 12 | 18 | -11
> CC(C)(C)c1ccc(C(=O)NNC(=O)c2cccc(-n3cnnn3)c2)cc1
 : 1 | -5.2 | 5 | -5.7 | 4 | -5 | 0 | -5 | 8
> N#CC1=C(N)SC(C(=O)c2ccccc2)C1c1cccs1 (stereo not given)
 : 7 | 3.8 | 27 | -0.9 | 5 | -9 | -9 | 15 | 8
> Cc1sc2ncn(CC(=O)NCCCC(=O)N3CCCCC3)c(=O)c2c1C
 : 1 | -3.2 | -6 | -2.8 | 3 | -20 | -4 | 14 | 9
> Cc1ccccc1C(=O)Nc1ccc(S(=O)(=O)Nc2onc(C)c2C)cc1
 : -3 | -1.2 | 4 | -3.1 | 9 | -6 | 5 | 17 | -1
> CCOc1ccc(NS(=O)(=O)c2ccc(-c3coc(C)n3)cc2)cc1
 : 0 | 1.8 | -13 | -0.3 | -1 | -35 | -12 | 10 | -10
> Cc1nc(S/C(=C\c2ccc(OCc3ccccc3Cl)cc2)C(=O)O)n[nH]1
 : -2 | -1.4 | 4 | -0.1 | 3 | -2 | -4 | -76 | -2
> CCn1c(-c2cccc(S(=O)(=O)N3CCCC3)c2)n[nH]c1=S
 : 3 | -4.2 | -1 | -3.0 | 3 | -9 | -2 | 14 | 14
> CCCOc1ccc(C(=O)NCc2ccco2)cc1
 : -1 | -3.7 | 4 | -3.0 | 5 | 1 | -9 | 22 | 6
> COc1ccc(Cc2nnc(NS(=O)(=O)c3ccccc3)s2)cc1
 : 7 | -2.5 | 34 | -1.2 | 6 | -31 | -10 | 16 | -1
> CC1CN(Cc2nc3c(c(=O)[nH]c(=O)n3C)n2CCN2CCOCC2)CC(C)O1 (stereo not given)
 : -3 | -2.7 | -3 | -3.6 | 7 | -1 | -15 | 16 | 6

# Screening data (PubChem)

# Rows are unselected; about 3.6% have a hit in one of these screens.
